beta cell repl – inducers of beta-cell replication in MIN6 cells | MIN6 cells proliferation, ATPlite luminescence, 48 h; cells starved in 0.2% serum; 100% = growth in 10% serum | 330,000 compounds, 0.29% hits | proliferation, % at 10 µM;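 active = compounds whose signal lies at least 3.5 SD above the mean of all wells on their plate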;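 note: 0% = DMSO-treated cells in low-serum medium and 100% = 10% serum control; some compounds called inactive have numbers as strong as hits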
hIAP inh – blocks human intestinal alkaline phosphatase. P09923. purified IAP, CDP-Star luminescence, 30 min. inhibition, % at 10 µM. 330,000 compounds, 0.12% hits;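 active = inhibition reaching a set limit with compound at 10 µM in the primary screen, cut at about 35% in these data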;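 note: plate controls were DMSO wells with enzyme for no effect and no-enzyme buffer wells for full effect; values of inactives mirror those of a sister screen read the other way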
Target sequence (P09923 whole entry, looked up): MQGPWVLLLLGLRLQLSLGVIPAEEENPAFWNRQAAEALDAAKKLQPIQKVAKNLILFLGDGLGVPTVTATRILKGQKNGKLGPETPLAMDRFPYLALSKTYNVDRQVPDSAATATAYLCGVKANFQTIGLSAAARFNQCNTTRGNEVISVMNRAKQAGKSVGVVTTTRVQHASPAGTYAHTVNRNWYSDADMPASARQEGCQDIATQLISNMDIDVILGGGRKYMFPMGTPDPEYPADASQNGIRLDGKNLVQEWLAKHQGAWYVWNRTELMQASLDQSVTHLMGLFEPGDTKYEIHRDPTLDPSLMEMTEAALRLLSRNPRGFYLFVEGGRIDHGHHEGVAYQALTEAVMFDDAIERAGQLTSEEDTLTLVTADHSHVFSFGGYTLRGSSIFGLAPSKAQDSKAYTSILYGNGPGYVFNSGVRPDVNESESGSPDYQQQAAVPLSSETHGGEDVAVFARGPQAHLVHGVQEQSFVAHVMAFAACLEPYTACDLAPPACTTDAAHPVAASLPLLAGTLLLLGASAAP
A3A deaminase – human APOBEC3A DNA deaminase inhibition. AID 493011. P31941. 330,000 compounds, 0.41% hits. inhibition, % at 20 µM. recombinant A3A, FAM/TAMRA ssDNA deamination fluorescence;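 active = at least 40% inhibition at 20 µM here, with at most 30% in a related deaminase screen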;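 note: plate controls were A3A with DMSO for no effect and wells lacking A3A enzyme for full effect; some results filed as inactive read as strong as hits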
APOBEC3G inh – blocks human APOBEC3G single-stranded DNA deamination; Q9HC16; recombinant A3G, ssDNA deamination FAM/TAMRA fluorescence; AID 493012; 330,000 compounds, 0.28% hits; inhibition, % at 20 µM;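 active = inhibition of at least 40% at 20 µM, with no more than 30% in the related APOBEC3A deaminase screen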;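 note: plate controls were DMSO wells with A3G for no effect and wells lacking A3G enzyme for full effect; some compounds called inactive have numbers as strong as hits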
ATG4B inh – inhibitors of human ATG4B cysteine protease; AID 504462; inhibition, % at 8.33 µM; ATG4B cleavage of LC3-PLA2, NBD-HPC fluorescence, 1 h; 340,000 compounds, 0.51% hits; Q9Y4P1; in the data active = inhibition above about 40%
Target sequence (Q9Y4P1 whole entry, looked up): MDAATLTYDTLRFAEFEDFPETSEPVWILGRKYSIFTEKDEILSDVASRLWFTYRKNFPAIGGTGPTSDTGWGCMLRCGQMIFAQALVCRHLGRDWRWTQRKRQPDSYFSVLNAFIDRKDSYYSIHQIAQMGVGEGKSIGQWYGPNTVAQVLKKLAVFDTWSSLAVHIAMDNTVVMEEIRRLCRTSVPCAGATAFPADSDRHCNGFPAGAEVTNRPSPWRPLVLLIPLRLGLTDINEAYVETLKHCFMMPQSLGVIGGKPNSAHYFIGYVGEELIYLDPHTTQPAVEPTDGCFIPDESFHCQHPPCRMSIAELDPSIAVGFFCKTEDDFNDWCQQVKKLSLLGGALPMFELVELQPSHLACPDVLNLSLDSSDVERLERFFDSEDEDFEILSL
hIAP act – increases human intestinal alkaline phosphatase activity | P09923 | purified human IAP, CDP-Star luminescence, 30 min; hits give high values; 1 = vehicle-only enzyme, 0 = enzyme-free background | activation factor at 10 µM | 330,000 compounds, 0.16% hits;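 active = activation factor of the enzyme at least 2-fold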; note: the source names both 10 and 20 µM as test concentration; values of inactives mirror those of a sister screen read the other way
mIAP act – increases mouse intestinal alkaline phosphatase activity; muIAP, CDP-Star luminescence, 30 min; hits give high values; 1 = vehicle-only enzyme signal, 0 = enzyme-free wells; activation factor at 10 µM; 330,000 compounds, 0.24% hits;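 active = activation factor of at least 2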; note: the source names both 10 and 20 µM as test concentration; values of inactives mirror those of a sister screen read the other way
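System: mouse IAP enzyme. Reagent: CDP-Star chemiluminescent phosphatase substrate. Benchmarks: DMSO wells, no-enzyme wells. Times: 30 min enzyme-substrate-compound incubation at room temperature. Detection: luminescence from enzymatic CDP-Star hydrolysis. Doses: test compounds delivered from DMSO solution.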
mIAP block – blocks mouse intestinal alkaline phosphatase; purified mouse IAP, CDP-Star luminescence, 30 min; inhibition, % at 10 µM; 330,000 compounds, 0.2% hits;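 active = inhibition of at least 40% at 10 µM in the primary screen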;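 note: plate controls were DMSO with enzyme for no effect and no enzyme wells for full effect; values of inactives mirror those of a sister screen read the other way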
MPTP block – blocks calcium-induced mitochondrial swelling | inhibition, % at 10 µM | 360,000 compounds, 1.4% hits | isolated mouse mitochondria, Ca2+ swelling absorbance, 30 min | AID 602449;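 active = inhibition of 50% or more, scaled per plate between neutral and stimulator controls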;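 note: 0% = DMSO wells given calcium and 100% = 1 mM EGTA wells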
Starred values were filed as active, the others as inactive; x = not tested or not shown.

Every second line gives: beta cell repl	hIAP inh	A3A deaminase	APOBEC3G inh	ATG4B inh	hIAP act	mIAP act	mIAP block	MPTP block
> COc1ccccc1-n1c(SCC(=O)N2CCCC2)nnc1-c1ccccc1
  -3.5	-22.1	-6.5	-4.0	-7.3	1.22	1.03	-2.9	-0.3
> CC(C)[C@H](NC(=O)NC1CCCC1)C(=O)O
  -0.6	-5.9	-11.8	-3.2	1.6	1.06	0.98	2.0	-1.3
> CC(OC(=O)CN1C(=O)NC2(CCCC2)C1=O)C(=O)c1ccccc1 (stereo not given)
  -1.8	-11.3	-0.6	-1.8	1.9	1.11	1.06	-6.1	-1.3
> CCOC(=O)N1CCN(C(=O)COc2cccc3c2CCN(CC)C3=O)CC1
  -1.9	-0.9	-2.4	-6.7	-3.1	1.01	0.973	2.7	-1.4
> CCOc1cc(C(=O)N2CCN(c3ccc(C(C)=O)cc3)CC2)cc(OCC)c1OCC
  -3.4	20.1	0.4	-5.4	10.2	0.799	0.876	12.4	-0.8
> COc1ccc(C(C)=O)cc1Cn1c(=O)cc(C)[nH]c1=O
  0.0	5.7	-0.4	-5.6	-2.5	0.943	0.996	0.4	-0.8
> COc1cccc(/C=N/n2cncn2)c1OCC#N
  -2.3	-16.0	-5.3	-4.8	-6.6	1.16	0.931	6.9	-1.0
> CC(Oc1ccccc1)C(=O)N/N=C/c1ccccn1 (stereo not given)
  -1.3	4.9	-1.0	-1.8	-14.6	0.951	1.01	-1.2	-0.5
> COCCOc1ccc(C(F)(F)F)cc1Nc1nc2ccccc2o1
  -3.0	-21.4	3.1	-3.6	-7.3	1.21	0.96	4.0	2.2
> COc1cccc(CN(C)C(=O)c2ccc(NC(=O)CC3SC(N4CCCC4)=NC3=O)cc2)c1OC (stereo not given)
  5.6	-4.3	-0.2	-4.3	-3.2	1.04	1.01	-1.2	-1.1
> O=C(NCc1nc(-c2ccc(Cl)cc2)no1)c1ccc2c(c1)OCO2
  -1.0	10.7	-4.4	-11.0	-7.9	0.893	0.96	4.0	1.8
> COc1ccccc1CC(=O)N(Cc1ccccc1)c1ccc(C)cc1
  -6.2	-19.8	-2.0	-11.3	5.5	1.2	1.02	-2.2	0.3
> COc1cccc(NC(=O)c2cccnn2)c1
  -5.5	-4.3	1.3	-7.0	-0.6	1.04	0.981	1.9	0.9
> O=C(COc1ccccc1[N+](=O)[O-])N(Cc1cccc(Br)c1)C1CCS(=O)(=O)C1 (stereo not given)
  -1.6	-4.9	-2.7	-4.7	6.8	1.05	0.968	3.2	-1.8
> CCCCn1c(N)c(N(Cc2ccccc2OC)C(=O)COc2ccccc2C#N)c(=O)[nH]c1=O
  -0.3	-7.2	-1.3	-8.0	-3.0	1.07	1.05	-4.9	0.3
> O=C(CS(=O)(=O)c1ccc(F)cc1)N1CCN(c2ccccc2)CC1
  3.1	-6.9	0.5	-5.7	-8.0	1.07	0.991	0.9	-0.9
> CCC(CC)C(=O)Nc1ccc([N+](=O)[O-])cn1
  1.4	-9.4	-1.8	10.1	-0.5	1.09	0.942	5.8	-0.5
> CC(C)Oc1ccc(C(=O)Nc2ccccc2N2CCCC2)cc1
  0.0	-1.5	-1.0	-0.3	8.8	1.01	0.991	0.9	4.7
> CCN(CC)S(=O)(=O)c1cc(NC(=O)CN2C(=O)NC(C)(c3ccccc3)C2=O)ccc1C (stereo not given)
  0.0	10.6	1.0	-3.1	-5.0	0.894	1.07	-7.3	-1.1
> Cc1csc(SCC(=O)Nc2sccc2C(N)=O)n1
  -3.0	9.5	5.3	-2.3	-0.2	0.905	0.877	12.3	-0.6

Remaining list, next part
Every second line gives: beta cell repl	hIAP inh	A3A deaminase	APOBEC3G inh	ATG4B inh	hIAP act	mIAP act	mIAP block	MPTP block
> CCN(C[C@H]1N[C@@](CC)(C(=O)OC)[C@H]2C(=O)N(C)C(=O)[C@@H]12)C(=O)Nc1ccccc1
  -1.9	-12.6	-1.2	-2.0	x	1.13	1.06	-6.4	-0.7
> CCOc1ccc(N/C(=N/c2nc(C)cc(C)n2)NC(C)=O)cc1
  0.2	17.4	3.5	-0.8	7.0	0.826	0.906	9.4	2.9
> COc1cccc(CN2CCN(C(=O)c3cc(-c4ccncc4)nc4ccc(C)cc34)CC2)c1
  -2.4	-10.0	-4.8	-2.6	-9.1	1.1	0.897	10.3	-1.1
> O=C(CSc1nc2ccccc2c(=O)[nH]1)Nc1ccccc1O
  0.0	-16.3	-2.6	-4.1	-1.1	1.16	1	0.0	-3.2
> CCc1ccccc1N1C(=O)c2ccccc2S1(=O)=O
  0.0	3.1	-1.1	-8.9	-0.4	0.969	0.959	4.1	-2.2
> COc1cc(S(=O)(=O)NC2CC(C)(C)NC(C)(C)C2)c(OC)cc1Cl
  -3.2	9.5	-7.3	-10.5	6.1	0.905	0.912	8.8	0.1
> COC(=O)C(CCSC)NC(=O)c1cccc([N+](=O)[O-])c1 (stereo not given)
  -2.3	-17.6	-0.5	-4.0	0.6	1.18	1	0.0	-1.3
> CCOCCCN(C)C1CCN(C(=O)c2oc3ccccc3c2NC(=O)c2cccc([N+](=O)[O-])c2)CC1
  -1.3	-15.0	-4.8	-3.8	0.6	1.15	0.934	6.6	-1.7
> COCC(=O)NC1CCCCCC1
  -1.1	1.8	-1.7	-1.9	-0.8	0.982	0.935	6.5	1.1
> CNC(=O)c1ccccc1Nc1ccc(SC(F)F)cc1
  -2.3	10.3	-4.9	-5.2	-5.9	0.897	1.05	-5.0	1.6
> COc1ccc(CNC(=O)CN(Cc2ccccc2F)C(=O)c2csnn2)cc1
  -1.6	-20.3	-7.4	-6.4	-5.8	1.2	0.952	4.8	2.2
> CCc1ccc(C(=O)/C=C/c2ccc([N+](=O)[O-])o2)cc1
  -6.2	-1.4	4.3	2.5	8.9	1.01	0.884	11.6	-5.4
> O=S(=O)(c1cccc(NC(=S)N2CCN(c3ccccc3)CC2)c1)C(F)F
  -2.5	1.6	1.2	2.8	-4.8	0.984	0.973	2.7	23.5
> C/C(=N\Nc1nncc2ccccc12)c1ccc(Cl)c([N+](=O)[O-])c1
  -2.6	18.8	0.9	-3.5	-1.8	0.812	0.923	7.7	1.4
> COc1ccc(S(=O)(=O)NNC(=O)c2ccc([N+](=O)[O-])cc2)cc1
  -2.0	2.1	-4.2	-0.3	3.8	0.979	1.1	-9.7	-1.1
> Cc1cc(NC(=O)COC(=O)c2cc3c(s2)CCC(C)C3)no1 (stereo not given)
  -1.6	13.6	-0.3	-5.6	-11.6	0.864	1	-0.1	-1.2
> Nc1cc(N)nc(SCC(=O)NCCC2=CCCCC2)n1
  2.6	-15.9	-4.2	-9.3	-11.0	1.16	1.09	-8.9	-0.2
> CCN1C(=O)/C(=C/c2ccc(OC)c(OC)c2)N=C1SCC(=O)NCc1ccco1
  3.3	8.8	-1.1	-5.4	-14.5	0.912	0.976	2.4	0.6
> Fc1ccc(-n2nnc(-c3cccnc3)n2)cc1
  1.6	14.8	-3.7	-9.9	8.2	0.852	0.955	4.5	1.2
> COc1ccc(CNc2ncccc2[N+](=O)[O-])cc1
  -4.4	12.6	-1.6	-7.2	4.0	0.874	0.89	11.0	-1.1

(listing goes on)
Every second line gives: beta cell repl	hIAP inh	A3A deaminase	APOBEC3G inh	ATG4B inh	hIAP act	mIAP act	mIAP block	MPTP block
> O=C(c1ccc(C(F)(F)F)cc1)C1CCCN(C(=O)CCN2CCCO2)C1 (stereo not given)
  -3.5	-3.9	4.0	-2.1	-2.9	1.04	1.01	-1.3	-0.7
> COCc1ccc(C(=O)N2CCCC(N(C)CCc3ccc(OC)c(OC)c3)C2)s1 (stereo not given)
  -4.4	14.0	-3.4	-6.6	-8.0	0.86	0.98	2.0	-0.3
> Cc1cc(C(=O)COC(=O)CN=C2NS(=O)(=O)c3ccccc32)c(C)n1CCc1ccc(Cl)cc1
  0.0	9.2	1.3	-2.4	7.4	0.908	0.883	11.7	7.7
> Cc1ccc2c(c1)N(CC(=O)N1CCCCC1c1cccnc1)C(=O)CO2 (stereo not given)
  -2.6	4.6	0.6	-0.5	-1.4	0.954	1.12	-12.4	-3.3
> COc1ccc(OC)c(-c2nnc3n2N=C(c2ccc(OC(F)F)c(OCC4CC4)c2)CS3)c1
  -5.7	-12.1	6.4	9.9	-8.8	1.12	0.847	15.3	0.3
> CC(=O)Nc1nc(C(F)(F)F)cs1
  0.0	-12.2	-1.0	-8.3	-2.7	1.12	0.996	0.4	1.6
> CCc1ccc(/C=N/NC(=O)c2nnn(-c3nonc3N)c2CN2CCc3ccccc32)cc1
  -5.9	2.6	-2.5	-10.0	-3.3	0.974	0.912	8.8	1.6
> Cc1ccccc1-n1nc(SCC(=O)O)sc1=S
  2.0	-0.1	-5.5	-10.4	-0.1	1	0.912	8.8	0.1
> Cn1c(SCC(=O)NNC(=O)Cc2ccccc2)nnc1-c1ccccc1
  0.0	-59.9	-2.1	-6.2	-6.4	1.6	0.939	6.1	-0.6
> Cc1[nH]c(=O)[nH]c(=O)c1S(=O)(=O)N1CCC(C(=O)N2CCN(c3cccc(C(F)(F)F)c3)CC2)CC1
  0.2	-7.0	-0.3	-6.2	6.8	1.07	1.05	-5.5	-1.4
> Cc1ccc(CC2CC(=O)N(c3nc4ccccc4s3)C2=O)cc1 (stereo not given)
  1.4	3.3	-2.7	-3.0	-10.2	0.967	1.01	-0.7	1.0
> CSc1ccccc1NS(=O)(=O)c1ccc2c(c1)OCCO2
  1.0	-11.4	-1.6	-3.8	4.0	1.11	0.983	1.7	-1.0
> Cc1cc(C)cc(NC(=O)CC2Oc3ccc(C)cc3NC2=O)c1 (stereo not given)
  3.9	-0.8	-2.5	-6.8	2.4	1.01	1.09	-9.0	2.6

Taken from the entries so far, 3 compounds:
Every second line gives: beta cell repl	hIAP inh	A3A deaminase	APOBEC3G inh	ATG4B inh	hIAP act	mIAP act	mIAP block	MPTP block
> Cc1ccc(CC2CC(=O)N(c3nc4ccccc4s3)C2=O)cc1 (stereo not given)
  1.4	3.3	-2.7	-3.0	-10.2	0.967	1.01	-0.7	1.0
> CSc1ccccc1NS(=O)(=O)c1ccc2c(c1)OCCO2
  1.0	-11.4	-1.6	-3.8	4.0	1.11	0.983	1.7	-1.0
> Cc1cc(C)cc(NC(=O)CC2Oc3ccc(C)cc3NC2=O)c1 (stereo not given)
  3.9	-0.8	-2.5	-6.8	2.4	1.01	1.09	-9.0	2.6

Bioassay records from PubChem BioAssay.
